Myeloid diff 2 – promotes myeloid progenitor differentiation. ER-HoxA9 myeloid progenitors, lysozyme-GFP differentiation, flow cytometry. calls only at 10 µM. actives 1% (n = 360,000);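 active = normalized GFP-positive differentiation at or above the plate's own cutoff, the solvent-only control mean plus 3 SD; inconclusive = no clear call, values can overlap the other calls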;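 also: cells exposed to compound for four days before flow analysis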
SIAH1 antagonists – Siah-1 peptide-binding antagonists, primary screen, biochemical, fluorescence polarization, rhodamine-plectin, uHTS (AID 1817); Siah-1 / rhodamine-plectin peptide fluorescence polarization; higher % means a stronger effect; one-dose displacement, % at 20 µM; IC50 in µM for titrated hits; actives 0.02% (n = 290,000);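 active = displacement of at least 50% at 20 µM, with a fluorescence ratio check between 0.3 and a set limit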;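 also: plate controls were Siah plus tracer with DMSO for no effect and tracer alone without Siah for full effect; strong numbers were not always called active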
PMI inhibitors – inhibitors of human PMI, primary screen, biochemical, fluorescence intensity, coupled assay (AID 1209); one-dose inhibition, % at 20 µM; IC50 in µM for titrated hits; actives 0.42% (n = 190,000); purified PMI enzyme, coupled fluorescence intensity; higher % means a stronger effect;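 also: plate controls were DMSO vehicle for no effect and wells lacking substrate for full effect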
WT yeast gro inh – growth inhibition of WT yeast, mitochondrial fusion screen; mitochondrial fusion phenotypic screen, WT strain; inhibition, % at 10 µM; actives 2.1% (n = 190,000); AID 1362; in the data active = inhibition above about 58%; tested in S. cerevisiae
TNAP activation fold – stimulation of alkaline phosphatase TNAP activity – biochemical, luminescent, no phosphate acceptor, uHTS, primary screen (AID 1001) | activation fold at 20 µM; hits with a dose series show EC50 in µM | purified TNAP, luminescent activation assay, no phosphate acceptor; higher activation fold means a stronger effect | actives 0.03% (n = 200,000); in the data active = activation fold from about 3, or a potency from the dose series; inactive = the rest, 99 in 100 with activation fold below about 1.6; also: many of its hits are not listed in these tables
XIAP displacement – XIAP antagonists, biochemical, IAP family, fluorescence polarization (AID 1018); displacement, % at 20 µM; hits with a dose series show IC50 in µM; XIAP BIR domain, fluorescence polarization peptide displacement; higher % means a stronger effect; actives 0.007% (n = 200,000); in the data active = displacement above about 50%; also: a part of the inactive calls stands beside numbers as strong as those of hits
PMI inhibition – MPI inhibition at elevated mannose 6-phosphate – biochemical, fluorescence intensity, high mannose 6-phosphate, primary screen (AID 1220). recombinant PMI enzyme, coupled fluorescence intensity; higher % means a stronger effect. inhibition, % at 20 µM; hits with a dose series show IC50 in µM. actives 0.66% (n = 190,000)
RSV antiviral HEp-2 – inhibition of RSV-induced cytopathic effect – HEp-2 cells, primary 10 µM value included (AID 2391) | HEp-2 cells, RSV-induced CPE inhibition; higher % means a stronger effect | CPE inhibition, % at 10 µM, or IC50 in µM where a hit was titrated | actives 0.13% (n = 310,000); in the data active = a potency from the dose series; inconclusive = CPE inhibition mostly from about 23% at the one dose, without a potency; inactive = the rest, 99 in 100 with CPE inhibition below about 21%; also: strong numbers were not always called active
PhoP inhibition – PhoP-dependent GFP reporter repression – Salmonella Typhimurium, primary screen (AID 1863) | actives 0.16% (n = 300,000) | S. Typhimurium PhoP-regulated promoter GFP reporter, 4 h; higher % means a stronger effect | one-dose inhibition, % at 50 µM; IC50 in µM for titrated hits;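 active = inhibition over 29.93%, a cutoff 3 SD above the screen mean, later confirmed by dose response; inconclusive = inhibition over 29.93% but no dose response follow-up; inactive = inhibition at most 29.93% or unconfirmed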;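 also: 0% = low Mg2+ inducing control and 100% = high Mg2+ repressing control; strong numbers were not always called active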
WT yeast gro inh mutant strain – recorded beside WT yeast gro inh, whose call it bears; inhibition, %; mitochondrial fusion phenotypic screen, mutant strain inhibition
Myeloid diff 2 GFP+ MAC1+ % – recorded beside Myeloid diff 2, whose call it bears; GFP+ MAC1+ double positive, %; measured here: differentiation confirmed by MAC1 staining
Active calls of the source: *; i = inactive; u = inconclusive; x = not tested or not shown. Rule as the data show it, unless noted: active = inhibition above about 50%; inactive = the rest. Outcome played no part in choosing rows; 3.1% or so of the library scored in one or more.

Structure | XIAP displacement | Myeloid diff 2 GFP+ MAC1+ % | SIAH1 antagonists | TNAP activation fold | PMI inhibition | WT yeast gro inh mutant strain | Myeloid diff 2 | PMI inhibitors | PhoP inhibition | WT yeast gro inh | RSV antiviral HEp-2
CCCCNC(=O)c1cccc(NC(=O)C(=O)c2ccccc2NC(C)=O)c1 | -4.5% | 0.2 | 1% | 1 | 6% | 8 | i | 9% | 6% | 16 | 0.8%
COc1cccc(C(=O)/C=C/c2ccc(N3CCCCC3)c([N+](=O)[O-])c2)c1 | -4.1% | 0.2 | 1% | 1.1 | -2% | -8 | i | 14% | 0% | -9 | -0.3%
CN(C)N1C(N)=C(C#N)C(c2ccc(Br)cc2)C2=C1CC(C)(C)CC2=O (stereo not given) | x | 0.3 | -2% | x | x | x | i | x | 2% | x | 0.6%
CC(C(=O)OCn1nnc2ccccc2c1=O)N1C(=O)c2ccccc2C1=O (stereo not given) | 1.3% | 1.8 | 3% | 1.1 | 8% | -28 | i | 9% | -9% | -17 | 1.0%
CCC1Oc2ccccc2N(CC(=O)Nc2ccccc2OC)C1=O (stereo not given) | -4.0% | 8.0 | 0% | 0.9 | -2% | 12 | i | -2% | -13% | 0 | 1.5%
CCC(C)[C@H](NC(=O)Nc1ccc(C)cc1C)C(=O)O (stereo not given in full) | x | 0.4 | 13% | x | x | x | i | x | -7% | x | 0.6%
COc1ccc(/C=N/Nc2cc(C)nc(-n3nc(C)cc3C)n2)cc1 | -1.8% | 0.9 | 4% | 1.3 | 0% | 23* | i | 12% | 11% | 60* | 9.6%
CC1(C)Cn2c(nnc2-c2ccccc2)S1 | -1.0% | 4.7 | 2% | 1.1 | 11% | 1 | i | 10% | -3% | -8 | 0.4%
CCN1CCCC1CNC(=O)c1cc2c(-c3ccc(Cl)cc3)nn(C)c2s1 (stereo not given) | -1.0% | 4.5 | 0% | 1 | 7% | 9 | i | 6% | 6% | 13 | -2.6%
COC(=O)c1sccc1NC(=O)COc1ccc(F)cc1Cl | -2.9% | 0.2 | 4% | 1.1 | -9% | 18 | i | 3% | 4% | 19 | 1.4%
CCOc1ccc(C2C(C(=O)c3ccco3)=C(O)C(=O)N2CCN2CCOCC2)cc1 (stereo not given) | x | 0.4 | 10% | x | x | x | i | x | -6% | x | -0.2%
CCOC(=O)c1sc2nc(C)n(CC(=O)NCC3CCCO3)c(=O)c2c1C (stereo not given) | -0.8% | 0.2 | 1% | 1.1 | 6% | 0 | i | 10% | 3% | 8 | 0.0%
C=CCn1c(=S)[nH]c2sccc2c1=O | -8.2% | 0.2 | -8% | 1 | -7% | -9 | i | -25% | -12% | -7 | 0.9%
O=c1c2ccccc2nnn1COc1ccc(F)cc1Cl | -1.3% | 0.3 | 2% | 1.1 | -53% | 12 | i | -66% | 6% | -1 | 2.8%
COCCNC(=O)C1CC(=O)N(C2CCCCC2)C1 (stereo not given) | 0.4% | 1.0 | 4% | 1.1 | 10% | 12 | i | 4% | 3% | 4 | 1.1%
COc1cccc(/C=C/C(=O)Oc2ccc(C(=O)c3ccc(F)cc3)cc2)c1 | 0.6% | 1.4 | 11% | 1 | 0% | 3 | i | 9% | -10% | -8 | 2.1%
CCCSc1nc2c(cnn2-c2ccc(C)cc2)c(=O)[nH]1 | -4.1% | 2.0 | 5% | 1 | 7% | -1 | i | 4% | -3% | 15 | -1.5%
CCOc1ccc(NC(=O)NC2CCCCCCC2)cc1 | x | 2.5 | 19% | x | x | x | i | x | -3% | x | 5.9%
COc1cccc(COc2nc3c(c(=O)n(C)c(=O)n3C)n2C)c1 | -5.8% | 0.6 | 1% | 1.1 | 2% | -2 | i | 8% | -4% | -3 | 0.4%
COc1ccc(Cc2nnc(SCC(=O)N3CCCC3)o2)cc1 | -2.0% | 0.2 | 17% | 1.1 | x | 2 | i | x | x | 8 | 0.1%

Taken from above.
COc1cccc(C(=O)/C=C/c2ccc(N3CCCCC3)c([N+](=O)[O-])c2)c1 in PhoP inhibition = 0%
O=c1c2ccccc2nnn1COc1ccc(F)cc1Cl in RSV antiviral HEp-2 = 2.8%
CCCSc1nc2c(cnn2-c2ccc(C)cc2)c(=O)[nH]1 in PhoP inhibition = -3%
C=CCn1c(=S)[nH]c2sccc2c1=O in SIAH1 antagonists = -8%

Full records, looked up by structure. Order of screens: XIAP displacement, Myeloid diff 2 GFP+ MAC1+ %, SIAH1 antagonists, TNAP activation fold, PMI inhibition, WT yeast gro inh mutant strain, Myeloid diff 2, PMI inhibitors, PhoP inhibition, WT yeast gro inh, RSV antiviral HEp-2
Shown for CCC(C)[C@H](NC(=O)Nc1ccc(C)cc1C)C(=O)O (stereo not given in full) : x, 0.4, 13%, x, x, x, i, x, -7%, x, 0.6%
Shown for O=c1c2ccccc2nnn1COc1ccc(F)cc1Cl : -1.3%, 0.3, 2%, 1.1, -53%, 12, i, -66%, 6%, -1, 2.8%
Shown for COc1cccc(/C=C/C(=O)Oc2ccc(C(=O)c3ccc(F)cc3)cc2)c1 : 0.6%, 1.4, 11%, 1, 0%, 3, i, 9%, -10%, -8, 2.1%

(continued)
Structure | XIAP displacement | Myeloid diff 2 GFP+ MAC1+ % | SIAH1 antagonists | TNAP activation fold | PMI inhibition | WT yeast gro inh mutant strain | Myeloid diff 2 | PMI inhibitors | PhoP inhibition | WT yeast gro inh | RSV antiviral HEp-2
O=C(NCCc1ccccn1)c1ccc(OC2CCN(Cc3ccccn3)CC2)cc1 | x | 0.8 | -2% | x | x | x | i | x | -5% | x | 0.7%
CCOC(=O)C(NS(=O)(=O)c1ccccc1)(C(F)(F)F)P(=O)(OC(C)C)OC(C)C (stereo not given) | -1.7% | 0.8 | -5% | 1.1 | -52% | -2 | i | -23% | 6% | -12 | 2.9%
CC1CCC(NC(=O)CN2C(=O)C3CCCN3c3ncc(Cl)cc32)CC1 (stereo not given) | -5.9% | x | -3% | 1.3 | -6% | 4 | x | 4% | 9% | -2 | x
Cc1cccc(C(=O)Nc2ccc(C(=O)N3CCCCC3C)cc2)c1 (stereo not given) | x | 0.7 | -3% | x | x | x | i | x | 13% | x | 8.7%
Cc1c(Cl)cccc1NC(=O)CN1CCC(C(O)(c2ccccc2)c2ccccc2)CC1 | 1.7% | 9.9 | -1% | 1.1 | 6% | -6 | i | 10% | 1% | 0 | -0.6%
COc1ccc(CCNC(=O)c2ccc(C)s2)cc1OC | -3.1% | 0.1 | 15% | 1.1 | 1% | 2 | i | -5% | -1% | -14 | 0.5%
CC(Sc1nnc(-c2ccccc2)c(-c2ccccc2)n1)C(=O)N1CCc2ccccc21 (stereo not given) | -6.8% | 0.8 | -5% | 0.9 | 7% | -10 | i | 13% | 28% | -4 | 21%
COc1ccccc1-c1cc(-c2ccccc2)nc(SCC(=O)O)c1C#N | x | 1.5 | -3% | x | x | x | i | x | -7% | x | 20%
CC(C)CC(C(=O)Nc1oc(-c2ccco2)c(-c2ccco2)c1C#N)N1C(=O)c2ccccc2C1=O (stereo not given) | -36% | 0.7 | -2% | 1.1 | x | 22 | i | x | -9% | -9 | 3.4%
O=C(Oc1cccc([N+](=O)[O-])c1)C1CCN(C(=O)c2ccc(F)cc2)CC1 | x | 2.5 | 6% | x | x | x | i | x | -2% | x | 0.7%
COc1ccc(NC(=O)/C(C#N)=C\c2ccc(N3CCOCC3)o2)cc1 | -1.2% | 0.6 | 3% | 0.7 | 22% | -2 | i | 15% | x | 1 | 4.8%
COCCn1c(=O)[nH]c2cc(C(=O)NCc3ccccc3)ccc2c1=O | -2.5% | 0.7 | 0% | 1.1 | -2% | 14 | i | -3% | -12% | 0 | 0.6%
Cc1cc(OCC(=O)c2cccc(C(F)(F)F)c2)n2cnnc2n1 | x | 0.6 | 13% | x | x | x | i | x | 0% | x | 2.5%
COc1ccc(S(=O)(=O)NC(C)C(=O)Nc2ccccc2F)cc1 (stereo not given) | -4.1% | 0.6 | 0% | 1.1 | -5% | 3 | i | -1% | 0% | -9 | -0.4%
O=C(c1cc2ccccc2o1)N1CCN(c2cccc(Cl)c2)CC1 | x | 0.0 | 2% | x | x | x | i | x | -3% | x | 0.5%
COC(=O)c1cc(C(=O)c2cc(Br)ccc2O)coc1=N | -3.6% | 0.6 | 5% | 0.9 | 6% | 4 | i | 0% | -8% | 8 | 0.7%
Cn1nnnc1SCCNCc1ccccc1OCc1ccc(F)cc1 | -6.6% | 0.1 | -2% | 1.1 | 1% | -22 | i | -4% | 4% | 17 | 2.5%
Brc1ccc2c(c1)OCCOCCOc1cc(Br)ccc1OCCOCCOCCO2 | 0.3% | x | 1% | 1.1 | 12% | 80* | u | 15% | -7% | 80* | 21%
CCOC(=O)C(C)N1C(=O)S/C(=C/c2cc(C)n(-c3ccccn3)c2C)C1=O (stereo not given) | -4.8% | 0.8 | 2% | 1 | 13% | -10 | i | 13% | 13% | 4 | 16%
O=C1C2ON(c3ccccc3)C(c3ccncc3)C2C(=O)N1c1ccc(Br)cc1 (stereo not given) | -3.9% | 0.3 | 4% | 1.1 | 3% | -8 | i | 1% | 9% | -7 | 0.2%

Random excerpt: 2 compounds from above
Structure | XIAP displacement | Myeloid diff 2 GFP+ MAC1+ % | SIAH1 antagonists | TNAP activation fold | PMI inhibition | WT yeast gro inh mutant strain | Myeloid diff 2 | PMI inhibitors | PhoP inhibition | WT yeast gro inh | RSV antiviral HEp-2
Cn1nnnc1SCCNCc1ccccc1OCc1ccc(F)cc1 | -6.6% | 0.1 | -2% | 1.1 | 1% | -22 | i | -4% | 4% | 17 | 2.5%
Brc1ccc2c(c1)OCCOCCOc1cc(Br)ccc1OCCOCCOCCO2 | 0.3% | x | 1% | 1.1 | 12% | 80* | u | 15% | -7% | 80* | 21%

(further entries)
Structure | XIAP displacement | Myeloid diff 2 GFP+ MAC1+ % | SIAH1 antagonists | TNAP activation fold | PMI inhibition | WT yeast gro inh mutant strain | Myeloid diff 2 | PMI inhibitors | PhoP inhibition | WT yeast gro inh | RSV antiviral HEp-2
CCOC(=O)c1sc(=NC(=O)c2ccc(OC)c(OC)c2)n(C)c1C | -1.4% | 3.9 | -2% | 1.1 | -11% | -89 | i | -7% | -16% | -11 | 1.0%
C/[N+]([O-])=C\c1cccc(OCCN2CCN(c3ncc(C(F)(F)F)cc3Cl)CC2)c1 | x | 0.1 | 1% | x | x | x | i | x | 1% | x | -0.4%
COc1ccccc1/C=N/NC(=O)CO | -9.3% | 0.4 | 11% | 1.1 | 7% | 5 | i | 0% | -7% | 12 | 1.4%
Cc1ccc(-n2c(C)cc(/C=N/NC(=O)CC3(C)OCCO3)c2C)c(C)c1 | -2.8% | 0.6 | 56% | 1.1 | 12% | 3 | i | 6% | 1% | 28 | 0.9%
CCN(C(=O)CSc1nnc(C)n1-c1ccccc1)C1CCS(=O)(=O)C1 (stereo not given) | -5.2% | 0.5 | 0% | 1.1 | 9% | -3 | i | 2% | -4% | -12 | 0.4%
COc1cccc(N2CCN(C(=O)CN(C)S(=O)(=O)c3ccc4c(c3)CCC(=O)N4)CC2)c1 | -6.1% | 2.5 | -6% | 1.1 | 49% | 2 | i | 18% | 10% | 6 | 0.2%
CCN(CC)c1ccc(NC(=O)C(C)C)cc1 | -3.9% | 5.4 | 2% | 1.2 | 4% | 1 | i | 1% | 14% | 7 | 0.6%
